# Screening results as filed in PubChem BioAssay.
# Cneo AK release: Cryptococcus neoformans lysis via adenylate kinase release. C. neoformans lysis, adenylate kinase release luminescence, 4 h; normalised: neutral wells 0, clomiphene wells 100. lysis activity, % at 15 µM. hit rate 0.2% among 360,000;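 active = mean lysis activity across replicates of at least 80%, whatever share of replicates individually reach that level; inactive = mean lysis activity below 80%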
#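 Assay system: C. neoformans cells. Amount: yeast cell density of 5 × 10^6 cells/mL. Technique: AK luminescence. Buffer or medium: YPD. Times: static 4 h at 37 °C with compound, 1 h detection. Dosing: single-point compound dose. Read-out: lysis from increased AK signal.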
# RAD52 inh: inhibitors of human RAD52 DNA annealing | hit rate 0.46% among 360,000 | recombinant RAD52 DNA annealing, FRET fluorescence | inhibition, % at 18.7 µM;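 active = every replicate showing at least 50% inhibition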
# Target sequence (P43351 whole entry, looked up): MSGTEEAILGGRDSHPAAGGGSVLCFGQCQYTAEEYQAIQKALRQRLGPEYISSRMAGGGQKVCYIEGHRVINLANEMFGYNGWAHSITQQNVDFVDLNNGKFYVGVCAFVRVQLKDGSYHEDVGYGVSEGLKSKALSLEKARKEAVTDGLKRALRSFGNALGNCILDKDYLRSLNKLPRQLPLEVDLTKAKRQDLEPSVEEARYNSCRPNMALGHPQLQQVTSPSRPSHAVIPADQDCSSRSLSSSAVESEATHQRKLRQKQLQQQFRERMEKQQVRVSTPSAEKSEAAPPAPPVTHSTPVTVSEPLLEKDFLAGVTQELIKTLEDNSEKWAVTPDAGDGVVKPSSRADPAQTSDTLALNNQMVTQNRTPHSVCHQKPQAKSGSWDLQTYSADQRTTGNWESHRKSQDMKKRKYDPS
# ERAP1 inh: ERAP1 (human) enzyme inhibition | Q9NZ08 | recombinant ERAP1, Leu-AMC fluorescence, 60 min | inhibition, % at 10.7 µM | hit rate 0.15% among 340,000 | AID 652197;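 active = mean replicate inhibition of at least 30%, or all replicates individually reaching that 30% level; inactive = mean below 30% and not every replicate reaching it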;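 note: 0% = neutral control wells and 100% = L-leucinethiol positive control wells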
# RAD54 branch: inhibitors of human RAD54 branch migration. Q92698. RAD54 Holliday junction branch migration, FAM/BHQ fluorescence. inhibition, % at 10.4 µM. hit rate 0.14% among 360,000. AID 602329;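 active = mean normalized replicate activity at least 40 and at least half of replicates scoring 40 or more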;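 note: 0% = median of neutral control wells and 100% = median of positive control wells; inhibitors cause a drop in the FAM fluorescence signal; in these data hits start at about 50%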
# miR122 inh: blocks miR-122 activity in Huh7 sensor cells; activation (reporter increase), % at 12.5 µM; Huh7 miR-122 Renilla luciferase sensor, 48 h; neutral wells = 0, positive control = 100; hit rate 0.3% among 340,000;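 active = mean replicate activation score at least 90 and every replicate individually at or above 90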;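 note: higher luciferase means less miR-122 activity so hits act as miR-122 inhibitors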
# PglD DTNB: inhibitors of Campylobacter jejuni PglD acetyltransferase; purified PglD enzyme, DTNB colorimetric CoA detection; inhibition, % at 12.5 µM; hit rate 0.098% among 360,000; in the data active = inhibition above about 16%, passing the limit was not always enough; note: strong numbers were not always called active
# E-selectin induc: E-selectin induction on HUVECs | P16581 | HUVEC E-selectin immunofluorescence imaging; normalized: neutral wells 0, TNF-alpha wells 100 | activation, % at 7.58 µM | hit rate 0.37% among 260,000 | AID 686992;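 active = mean E-selectin-positive cell signal at least 10% of the positive control, reached in at least 60% of replicates, without over 20% cell loss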;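 note: in these data hits start at about 27%; measured in HUVEC primary endothelial cells; signal is the percent of cells scored E-selectin positive by PE staining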
# Target sequence (P16581 whole entry, looked up): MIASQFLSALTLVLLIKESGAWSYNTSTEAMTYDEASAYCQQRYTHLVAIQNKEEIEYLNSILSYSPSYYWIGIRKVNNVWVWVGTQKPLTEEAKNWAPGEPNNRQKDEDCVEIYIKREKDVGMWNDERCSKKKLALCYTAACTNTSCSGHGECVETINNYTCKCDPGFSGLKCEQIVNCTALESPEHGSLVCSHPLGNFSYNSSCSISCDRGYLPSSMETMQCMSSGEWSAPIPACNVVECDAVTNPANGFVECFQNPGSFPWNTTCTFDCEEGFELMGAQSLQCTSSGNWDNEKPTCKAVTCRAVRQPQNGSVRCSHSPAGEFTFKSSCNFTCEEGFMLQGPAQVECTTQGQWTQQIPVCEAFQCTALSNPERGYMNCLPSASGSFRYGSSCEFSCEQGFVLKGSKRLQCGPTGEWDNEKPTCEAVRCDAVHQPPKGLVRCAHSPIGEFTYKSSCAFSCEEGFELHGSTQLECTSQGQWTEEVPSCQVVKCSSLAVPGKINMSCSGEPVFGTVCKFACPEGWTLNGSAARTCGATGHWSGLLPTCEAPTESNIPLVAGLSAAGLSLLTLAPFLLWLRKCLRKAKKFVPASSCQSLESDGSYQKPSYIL
#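 System: HUVEC, human umbilical vein endothelial cells; quantity: 3,000 cells/well; buffer or medium: EGM-2 medium, gelatin-coated wells; dosing: single-point compound dose; detection: immunofluorescence imaging; evaluation: % PE-positive cells; benchmarks: TNF-alpha, DMSO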
# PGC1a acetyl inh: lowers PGC1a acetylation signal in U2OS cells | inhibition, % at 15.6 µM | hit rate 0.17% among 350,000 | AlphaScreen anti-acetyl-lysine; with virally co-expressed GCN5 acetyltransferase;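 active = every replicate shows inhibition of at least 40%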;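 note: 0% = neutral control wells and 100% = positive control wells; some results beyond the cut were filed as inactive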
# * marks the source's active call; other numbers are inactive results; · = not tested or not shown; & = joins results of further samples; [ ] = dose if it differs, or a comment.
SMILES,Cneo AK release,RAD52 inh,ERAP1 inh,RAD54 branch,miR122 inh,PglD DTNB,E-selectin induc,PGC1a acetyl inh
NC(=O)C1CCCN(CC(=O)Nc2cc(S(=O)(=O)N3CCOCC3)ccc2N2CCCC2)C1 (configuration not stated),-2,-10,0,-2,-4,1,·,5
Cc1ccc(NC(=O)Cn2cccc2)c(Br)c1,-1,·,·,1,-9,1,·,8
C[C@@H]1CN([C@@H](C)CO)C(=O)c2cc(NC(=O)CCCN(C)C)ccc2O[C@@H]1CN(C)S(C)(=O)=O,-4,-3,1,-5,4[16.7 µM],-1,-3.4,-3
CCOC(=O)c1nn(-c2cc(C(=O)OC)cc(C(=O)OC)c2)cc1O,0,-10,4,-5,·,0,·,0
O=C(c1ccco1)N(Cc1cccc(Cl)c1)C1CCS(=O)(=O)C1 (configuration not stated),2,0,4,-11,1,4,12,7
O=C(O)c1nn(CCOc2ccc(Cl)cc2Cl)c(=O)c2ccccc12,-5,-13,2,-1,-3,-2,·,-1
Cc1nnc(NC(=O)C2CSC3(C)CCC(=O)N23)s1 (configuration not stated),-4,-13,-1,-6,1,-3,·,·
C[C@H](NC(=O)c1ccccc1)C(=O)N1CCN(c2ccccc2)CC1,5,-13,0,6,-1,2,-0.1,11
O=S(=O)(c1ccccc1)N1CCCCN2[C@H](CO)[C@@H](c3ccc(-c4cncnc4)cc3)[C@H]2C1,-4,9,1,-7,-6[16.7 µM],-1,0.1,7
CCCNC(=O)c1cc(C2CCCCN2S(=O)(=O)c2cccc3cccnc23)on1 (configuration not stated),2,-30,-2,0,3,-4,-0.1,-9
Oc1ccc(Nc2nnc(-c3ccc(O)cc3)c3ccccc23)cc1,·,-1,-3,·,·,·,0.1,-63
CCCC(=O)Nc1ccc2c(c1)C(=O)N(C)C[C@H](OC)[C@@H](C)CN(Cc1cccc(F)c1)[C@H](C)CO2,-2,1,-1,-9,-3[16.7 µM],2,0.1,-5
COc1ccc(N2CCN(C(=O)CN(CCc3ccccc3)S(C)(=O)=O)CC2)cc1,2,-15,-1,8,1,-6,·,-31
COc1cccc(CNC(=O)CCC2CCCN(C(=O)c3cscn3)C2)c1 (configuration not stated),·,-7,-3,·,-5,·,·,8
C[C@H](N)c1nnc(SCc2c(Cl)cccc2Cl)o1,1,·,·,1,39,0,·,11
COc1cc(/C=N/NC(=O)CSc2cc(C)c(Br)cc2C)ccc1O,-3,·,·,-4,-2,0,·,·
COc1cc(/C=C2\C(=O)N(CCC#N)N=C2C)c(Br)cc1OC(C)C,-1,·,·,-1,0,-1,·,7
COCC(=O)Oc1c(Sc2ccccc2[N+](=O)[O-])c(C)nn1C(C)(C)C,2,1,1,-2,-1,6,0.9,13
COc1ccc(NC(=O)C2C3C=CC4(O3)C2C(=O)N(CCN2CCCCC2C)C4C(=O)NC2CCCCC2)cc1 (configuration not stated),1,-6,-5,-1,-7,-4,·,-9
C=CC[C@H](CC(=O)N(CCO)Cc1ccccc1)C(=O)N[C@@H](C)COC(=O)[C@H](CC=C)CC(=O)OC(C)(C)C,0,2,0,-4,-4,4,1.4,7

# Arranged by the number under ERAP1 inh (falling): 3 from the list above.
molecule,ERAP1 inh
CCOC(=O)c1nn(-c2cc(C(=O)OC)cc(C(=O)OC)c2)cc1O,4
C=CC[C@H](CC(=O)N(CCO)Cc1ccccc1)C(=O)N[C@@H](C)COC(=O)[C@H](CC=C)CC(=O)OC(C)(C)C,0
COc1ccc(N2CCN(C(=O)CN(CCc3ccccc3)S(C)(=O)=O)CC2)cc1,-1

# Other results.
SMILES,Cneo AK release,RAD52 inh,ERAP1 inh,RAD54 branch,miR122 inh,PglD DTNB,E-selectin induc,PGC1a acetyl inh
CN(C)CCN(C(=O)c1ccc(S(=O)(=O)N(C)c2ccccc2)cc1)c1nc2ccc(Cl)cc2s1,18,-6,1,4,6,-1,-1.3,-4
COc1ccc(-c2nc3ccc(C)cn3c2CC2CCCCC2)cc1OC,17,-58,1,5,3,-2,0.4,-33
Cc1ccc2sc(N(CCCN(C)C)C(=O)c3ccc(S(=O)(=O)N(C)C4CCCCC4)cc3)nc2c1C,3,61*,-1,9,15,4,·,-22
C[C@H](CO)N1C[C@H](C)[C@@H](CN(C)Cc2ccc(-c3ccccc3)cc2)Oc2c(NC(=O)Cc3ccccc3)cccc2C1=O,0,-10,-1,2,11,-2,·,-25
COc1cccc(CN2CCC(n3nccc3NC(=O)CCCc3ccccc3)CC2)c1,2,0,-6,-12,-4,-2,1.2,11
CCOC(=O)N1CCN(C(=O)c2ccc(NS(C)(=O)=O)cc2)CC1,-2,-4,1,1,-6,3,·,·
COC(=O)C1C(=O)C2=C(CC1C)NC(C)=C(C(=O)OCc1ccc(OC)cc1)C2c1ccc(C)o1 (configuration not stated),0,·,·,-1,10,1,·,5
Nc1ncn([C@H]2C[C@H](O)[C@@H](CO)O2)c(=O)n1,-1,-11,0,-5,-6,4,-0.2,8
CNc1nc(-c2ccc([N+](=O)[O-])cc2)cs1,4,·,·,-4,-2,-1,·,5
CCNC(=S)N1CCN(CCNC2=CC(=O)CC(C)(C)C2)CC1,2,-5,-2,-10,-7,2,·,-1
C=CCn1c(=NC(=O)C2COc3ccccc3O2)sc2cc(S(N)(=O)=O)ccc21 (configuration not stated),0,·,·,11,·,0,-1.5,·
Cn1c(=O)oc2cc(S(=O)(=O)NCCC(=O)NC3CCCC3)ccc21,0,·,·,0,1,-2,·,10
CCOC(=O)Nc1ccc([N+](=O)[O-])cc1OC,1,·,·,4,5,4,·,1
Cc1cc(C(=O)Nc2ccc(Cl)cc2)c2ccccc2n1,3,-17,-1,1,·,-2,·,·
O=[N+]([O-])c1cc(Cl)cc(/C=N\Nc2ccccn2)c1O,-2,·,·,-10,3,5,·,11
Cc1ccsc1C(=O)N1CCC1(C)C(=O)NCc1cccnc1 (configuration not stated),1,-13,-1,9,-7,-3,-0.2,-1
CCOc1ccc(NC(=O)CN(c2ccc(OC)c(OC)c2)S(=O)(=O)c2ccc(C)cc2)cc1,1,-12,-3,10,3,-3,·,-1
COc1ccc(S(=O)(=O)N(C)C[C@@H]2Oc3ccc(NC(=O)CCCCCC(=O)Nc4ccccc4N)cc3C(=O)N([C@H](C)CO)C[C@@H]2C)cc1,-2,14,1,4,-5[16.7 µM],1,-0.1,-9
C[C@H]1CN([C@@H](C)CO)C(=O)CCCn2cc(nn2)CO[C@@H]1CN(C)S(=O)(=O)c1ccc2ccccc2c1,-1&-3,2&7,11&-1,0&11,-3,0&-1,-0.1,-2&-5
COc1ccc(OC)c(C(=O)NC(CC(N)=O)c2ccc(N3CCN(c4ccc(F)cc4)CC3)c([N+](=O)[O-])c2)c1 (configuration not stated),0,15,·,-3,-7,3,0.0,0
CCC(NC(=O)Nc1nccs1)(C(F)(F)F)C(F)(F)F,1,·,·,0,-4,2,·,-3
CCn1cc([C@@H]2C[C@H]3CN(Cc4cccc(Cl)c4)C(=O)[C@]34CCCN24)cn1,·,-18,6,·,-1,·,·,-3
CC(C)NC(=O)N(C)C[C@H]1OCCCC[C@H](C)Oc2ccc(NC(=O)CCC(F)(F)F)cc2C(=O)N([C@H](C)CO)C[C@@H]1C,-1,11,2,-15,3[16.7 µM],-2,0.1,4
CN1CCN(C(=O)/C(=C/c2ccccc2F)NC(=O)c2ccccc2)CC1,0,-1,-5,-7,·,-1,0.4,·
CC(C)NC(=O)Nc1ccc2c(c1)C(=O)N([C@@H](C)CO)C[C@@H](C)[C@H](CN(C)C(=O)NC1CCCCC1)OCCCC[C@H](C)O2,11,-1,-1,1,-2[16.7 µM],0,-0.3,11
NC(=O)COC(=O)c1ccc(C(=O)C(=O)c2ccccc2)cc1,·,-6,-9,·,-8,·,·,10
CN1c2ccc(-c3cccc(C#N)c3)cc2[C@H]2[C@H](CCN2C(=O)C2CCC2)[C@H]1CO,9,·,·,-2,-7[16.7 µM],-3,0.0,6
C[C@H](NC(=O)CC[C@H]1O[C@@H](n2ccc(=O)[nH]c2=O)[C@H](O)[C@@H]1O)c1cccc2ccccc12,0,-5,0,4,2,-2,-0.2,-8
COc1ccc2[nH]c3c(c2c1)CCN1C(=O)C(CC(=O)NCCCn2ccnc2)C[C@H](C(=O)N2CCOCC2)[C@@]31CCC1CCCC1 (some centres not stated),7,2,12,4,5,3,-0.2,-8
CCc1n[nH]c(=S)n1/N=C/c1ccc(-c2ccc(Br)cc2)o1,-2,-24,2,1,0,-3,·,-10
CCN1CCN(C(=O)C(C)Oc2ccc(S(=O)(=O)N3CCCC3)cc2C(N)=O)CC1 (configuration not stated),-1,-16,-9,1,-7,0,·,5
Cc1ccc(CC(=O)Nc2ccc(S(=O)(=O)N3CCOCC3)cc2)cc1C,0,-32,-1,8,4,7,-0.3,-4

# Given tab-delimited: twelve of the compounds above
mol	Cneo AK release	RAD52 inh	ERAP1 inh	RAD54 branch	miR122 inh	PglD DTNB	E-selectin induc	PGC1a acetyl inh
COc1ccc(S(=O)(=O)N(C)C[C@@H]2Oc3ccc(NC(=O)CCCCCC(=O)Nc4ccccc4N)cc3C(=O)N([C@H](C)CO)C[C@@H]2C)cc1	-2	14	1	4	-5[16.7 µM]	1	-0.1	-9
C[C@H]1CN([C@@H](C)CO)C(=O)CCCn2cc(nn2)CO[C@@H]1CN(C)S(=O)(=O)c1ccc2ccccc2c1	-1&-3	2&7	11&-1	0&11	-3	0&-1	-0.1	-2&-5
COc1ccc(OC)c(C(=O)NC(CC(N)=O)c2ccc(N3CCN(c4ccc(F)cc4)CC3)c([N+](=O)[O-])c2)c1 (configuration not stated)	0	15	·	-3	-7	3	0.0	0
CCC(NC(=O)Nc1nccs1)(C(F)(F)F)C(F)(F)F	1	·	·	0	-4	2	·	-3
CCn1cc([C@@H]2C[C@H]3CN(Cc4cccc(Cl)c4)C(=O)[C@]34CCCN24)cn1	·	-18	6	·	-1	·	·	-3
CC(C)NC(=O)N(C)C[C@H]1OCCCC[C@H](C)Oc2ccc(NC(=O)CCC(F)(F)F)cc2C(=O)N([C@H](C)CO)C[C@@H]1C	-1	11	2	-15	3[16.7 µM]	-2	0.1	4
CN1CCN(C(=O)/C(=C/c2ccccc2F)NC(=O)c2ccccc2)CC1	0	-1	-5	-7	·	-1	0.4	·
CC(C)NC(=O)Nc1ccc2c(c1)C(=O)N([C@@H](C)CO)C[C@@H](C)[C@H](CN(C)C(=O)NC1CCCCC1)OCCCC[C@H](C)O2	11	-1	-1	1	-2[16.7 µM]	0	-0.3	11
NC(=O)COC(=O)c1ccc(C(=O)C(=O)c2ccccc2)cc1	·	-6	-9	·	-8	·	·	10
CN1c2ccc(-c3cccc(C#N)c3)cc2[C@H]2[C@H](CCN2C(=O)C2CCC2)[C@H]1CO	9	·	·	-2	-7[16.7 µM]	-3	0.0	6
C[C@H](NC(=O)CC[C@H]1O[C@@H](n2ccc(=O)[nH]c2=O)[C@H](O)[C@@H]1O)c1cccc2ccccc12	0	-5	0	4	2	-2	-0.2	-8
COc1ccc2[nH]c3c(c2c1)CCN1C(=O)C(CC(=O)NCCCn2ccnc2)C[C@H](C(=O)N2CCOCC2)[C@@]31CCC1CCCC1 (some centres not stated)	7	2	12	4	5	3	-0.2	-8

# Not a hit list. About 1.4% of those tested had a hit in this group.
